Gal4-VP16 FLuc = counter-screen for ROR gamma inhibitors: Gal4-VP16 reporter | AID 2546 | Drosophila S2 Gal4-VP16 UAS-luciferase, luminescence, 20 h | Potency, µM (highest dose often 53.6 µM), for the others: at the highest dose activity, negative = inhibition, most hits filed as inhibitors | hit rate 3.5% among 310,000;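 also: Gal4-VP16 expression switched on by copper sulfate through the metallothionein promoter; potency is read from the fitted curve at half-maximal effect; % is scaled to controls: 0 for no effect and ±100 for the full control effect; nearly all actives have a fitted effect of over 50% in size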
Rab9 prom act = Rab9 promoter activation | Huh7 Rab9 promoter-luciferase reporter, luminescence, 24 h | Potency, µM (top dose mostly 9.22 µM), for inactives: at the top dose activation, negative = inhibition, usual class: activators | hit rate 2.8% among 320,000 | AID 485297; also: potency is read from the fitted curve at half-maximal effect; % of control where 0% means no effect; nearly all actives have a fitted effect of over 60% in size
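Luminescence read-out: Huh7 cells stably expressing Rab9-luciferase, treated 24 h with compound at 37 °C, then lysed with luciferase reagent for 10 min at ambient before reading.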
FLuc counter = inhibits or activates purified firefly luciferase, miR-21 counter-screen; Potency, µM (series often up to 57.5 µM), without a hit: at the highest dose activity change, negative = inhibition, most hits filed as inhibitors; hit rate 6.9% among 360,000; purified FLuc, Km substrates, luminescence inhibition;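 also: potency is read from the fitted curve at half-maximal effect; plate controls were vehicle for no effect and reference inhibitor for full effect; nearly all actives have a fitted effect of over 55% in size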
Target sequence (P08659 whole entry, looked up): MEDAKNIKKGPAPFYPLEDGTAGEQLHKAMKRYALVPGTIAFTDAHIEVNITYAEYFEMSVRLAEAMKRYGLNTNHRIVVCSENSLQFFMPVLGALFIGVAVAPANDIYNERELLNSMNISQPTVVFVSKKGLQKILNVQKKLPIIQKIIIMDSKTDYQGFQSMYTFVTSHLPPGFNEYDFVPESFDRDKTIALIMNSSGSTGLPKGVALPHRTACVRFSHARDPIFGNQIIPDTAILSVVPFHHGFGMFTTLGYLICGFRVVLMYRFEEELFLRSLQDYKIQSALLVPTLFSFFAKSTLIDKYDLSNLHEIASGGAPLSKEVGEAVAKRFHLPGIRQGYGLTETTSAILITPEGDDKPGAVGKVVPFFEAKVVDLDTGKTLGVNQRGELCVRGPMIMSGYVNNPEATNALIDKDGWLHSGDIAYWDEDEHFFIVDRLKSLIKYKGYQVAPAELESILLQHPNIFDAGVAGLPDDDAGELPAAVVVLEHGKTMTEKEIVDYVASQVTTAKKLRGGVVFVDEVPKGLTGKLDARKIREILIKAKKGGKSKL
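Purified P. pyralis luciferase (10nM final) with 10uM D-luciferin and 10uM ATP (Km levels) in 50mM Tris acetate pH 7.5, 10mM Mg acetate, 0.01% Tween-20, 0.05% BSA; qHTS 6-point titration, ~60 µM downward; luminescence read.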
Mito fusion yeast = inhibitors of mitochondrial division or activators of mitochondrial fusion | S. cerevisiae fusion-defective mutant growth rescue, CellTiterGlo 48 h | Potency, µM (doses to about 46.1 µM), inactives show at the highest dose growth rescue (activation), actives largely listed as activators | hit rate 0.23% among 320,000;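 also: potency is read from the fitted curve at half-maximal effect; % of control where 0% means no effect; nearly all actives have a fitted effect of over 45% in size; temperature-sensitive fusion mutants such as fzo1-1 at 37 °C on non-fermentable ethanol glycerol medium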
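Yeast fusion mutant, YPEG (non-fermentable carbon), compound, 48 h at 37C non-permissive; CellTiterGlo added, 10 min RT, luminescence read. Rescued growth = division inhibition.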
ELG1 DNA repair = inhibitors of ELG1-dependent DNA repair in HEK293T cells; hit rate 2.3% among 330,000; HEK293T ELG1-luciferase reporter, luminescence, 16 h; DNA damage induced by 5-fluorouridine; Potency, µM (doses to about 46.1 µM), inactives show at the highest dose activity change, negative = inhibition, actives largely listed as inhibitors; also: potency is read from the fitted curve at half-maximal effect; % is scaled to controls: 0 for no effect and ±100 for the full control effect; nearly all actives have a fitted effect of over 55% in size
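Luminescence from the luciferase reporter, measured 30 min after ONE-Glo reagent at room temperature, was the read-out. Beforehand, 2,000 cells per well were exposed for 16 hr at 37 °C to 5-fluorouridine together with compound or vehicle.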
KCNH2 3.1 block = inhibitors of human KCNH2 3.1 potassium channel isoform; U2OS KCNH2 3.1, thallium flux FluxOr; stronger effect = lower value; activity change, % (tested at about 1.8 µM); hit rate 0.95% among 340,000;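 active = maximum activity change below -70%; inconclusive = maximum activity change from -70% to -50%; inactive = maximum activity change above -50%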;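 also: thallium influx rate constant from kinetic fluorescence after stimulation buffer; % is scaled to controls: 0 for no effect and ±100 for the full control effect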
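Measured as rate of thallium-driven FluxOr signal in transduced U2OS cells carrying the 3.1 channel, read kinetically for 2 min upon stimulation; values are rate constants scaled to DMSO control wells.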
PKM2 activator = PKM2 (human) enzyme activation. P14618. hit rate 0.34% among 260,000. Potency, µM (series often up to 57.5 µM), inactives show at the top dose activation, hits mostly activators. purified PKM2, Kinase-Glo ATP luminescence, activation; response scale: 0% is enzyme alone, no compound; also: potency is read from the fitted curve at half-maximal effect; % is scaled to controls: 0 for no effect and ±100 for the full control effect; nearly all actives have a fitted effect of over 55% in size
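Purified hPK-M2 (>95%) run at intermediate activity with 0.1 mM ADP and 0.5 mM PEP in 50 mM imidazole pH 7.2, KCl, MgCl2; 1 h room temperature. ATP formed read by Kinase-Glo luminescence; normalized to uninhibited and no-enzyme controls.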
NPC1 prom act = activates the NPC1 promoter; Huh7 NPC1 promoter luciferase reporter, 24 h; Potency, µM (titrated, usually from 9.22 µM), for the others: at the highest dose activation, actives largely listed as activators; hit rate 2.4% among 320,000; AID 485313;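 also: potency is read from the fitted curve at half-maximal effect; % of control where 0% means no effect; nearly all actives have a fitted effect of over 60% in size; reporter is driven by a mutant NPC1 promoter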
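Compounds in DMSO were transferred onto Huh7 NPC1-luciferase reporter cells pre-incubated 2 h; after 24 h at 37 °C, Amplite reagent was dispensed and luminescence recorded 10 min later.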
Menin MLL FP TR = displaces Texas Red mutant MLL peptide from human menin. O00255. Menin + Texas Red MLL mutant peptide, fluorescence polarization. Potency, µM (doses to about 61.6 µM), without a hit: at the top dose FP activity change, negative = inhibition, usual class: inhibitors. hit rate 0.23% among 270,000. AID 1768; active = well fitted inhibition curve with a large enough effect in the polarisation, with a control signal flat, not every such curve was filed as active; inconclusive = small, poorly fitted or top-dose-only effect, or effect the other way, or a change in a side signal; inactive = no such curve, though single readings can be large or run the other way; the % refers to the polarisation; also: potency is read from the fitted curve at half-maximal effect; % of control where 0% means no effect; many of its hits are not listed in these tables
RORgamma inh = ROR gamma (mouse) transcription inhibition. P51450. Drosophila S2 Gal4-RORgamma UAS-luciferase reporter, 20 h. Potency, µM (highest dose often 53.6 µM), for inactives: at the highest dose activity change, negative = inhibition, hits mostly inhibitors. hit rate 5.4% among 310,000; also: potency is read from the fitted curve at half-maximal effect; % is scaled to controls: 0 for no effect and ±100 for the full control effect; nearly all actives have a fitted effect of over 60% in size
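Luciferase reporter read in Schneider cells carrying Gal4-RORγ (mouse) and UAS-Photinus luciferase; cells given compound 1 h before 700 uM copper sulfate induction, then incubated 20 h at ambient temperature.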
MBNL1 CUG block = inhibitors of human MBNL1 binding to CUG repeat RNA. Q9NR56. TR-FRET MBNL1-His/biotin-(CUG)12 binding, 665/545 ratio. Potency, µM (series often up to 57.5 µM), for inactives: at the highest dose activity change, negative = inhibition, hits mostly inhibitors. hit rate 0.036% among 280,000; active = well fitted inhibition curve with a large enough effect in the signal ratio, with a control signal flat, not every such curve was filed as active; inconclusive = small, poorly fitted or top-dose-only effect, or effect the other way, or a change in a side signal; inactive = no such curve, though single readings can be large or run the other way; the % refers to the signal ratio; also: potency is read from the fitted curve at half-maximal effect; % is scaled to controls: 0 for no effect and ±100 for the full control effect
Target sequence (Q9NR56 whole entry, looked up): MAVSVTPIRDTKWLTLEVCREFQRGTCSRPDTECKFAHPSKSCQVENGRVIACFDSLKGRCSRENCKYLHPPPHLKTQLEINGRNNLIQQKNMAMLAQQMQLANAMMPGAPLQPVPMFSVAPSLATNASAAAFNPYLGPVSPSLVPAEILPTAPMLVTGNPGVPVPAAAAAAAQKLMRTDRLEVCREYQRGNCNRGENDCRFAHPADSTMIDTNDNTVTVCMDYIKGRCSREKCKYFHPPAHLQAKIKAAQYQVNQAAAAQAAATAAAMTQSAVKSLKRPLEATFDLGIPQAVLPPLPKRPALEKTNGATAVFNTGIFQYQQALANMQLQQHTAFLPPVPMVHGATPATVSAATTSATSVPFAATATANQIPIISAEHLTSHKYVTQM
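Compounds (final 92 nM to 58 uM) are added to His-tagged MBNL1 and biotin-(CUG)12, then terbium anti-His antibody and streptavidin-XL665 (5 nM final). After 60 min at room temperature, the 665/545 nm ratio is read.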
Starred values were filed as active, the others as inactive; ? = inconclusive; nt = no result given; [ ] = remark or other dose. Unless noted, calls follow the shape of the dose curve; as a rule, active = well fitted curve in the direction sought with a large enough effect; inconclusive = small, poorly fitted or top-dose-only effect, or another doubt; inactive = no such curve, though single readings can be large; an effect the other way counts as inactive or inconclusive. Some of the compounds tested; rates above refer to the full screens.

SMILES | Gal4-VP16 FLuc | Rab9 prom act | FLuc counter | Mito fusion yeast | ELG1 DNA repair | KCNH2 3.1 block | PKM2 activator | NPC1 prom act | Menin MLL FP TR | RORgamma inh | MBNL1 CUG block
CCNC(=S)N1N=C2c3ccccc3CCC2C1c1ccc(F)cc1 (stereo unspecified) | ? | -12% | 0% | -7% | ? | -10 | 4% | -24% | nt | 8.9µM* | 25%
O=S(=O)(Nc1ccccc1)c1cccc2nsnc12 | -1% | 2% | 1% | 5% | 4% | -5 | 16% | -5% | 0% | -21% | ?
CC(=O)Nc1nonc1-c1nc2ccccc2n1N(C(C)=O)C(C)=O | 6% | 9% | ? | 2% | -8% | 4 | -2% | 2% | 11% | 26% | 1%
COC(C(=O)Nc1ccnn1C1CCN(Cc2ccc(Cl)s2)CC1)c1ccccc1 (stereo unspecified) | 15% | -5% | 4% | -5% | -6% | 8 | nt | -1% | -13% | 0% | 2%
CC(C)(C)C(=O)NC(=S)NNC(=O)c1ccncc1 | 0%[10 µM] | 0% | 4% | -1% | -28% | 8 | 2% | 5% | -5% | ? | 4%
COc1cc([N+](=O)[O-])ccc1NC(=O)CN1CCOCC1 | -25% | 10% | 5% | -1% | nt | -6 | 9% | -1% | ? | ? | ?
CCOc1ccc(CN(C(=O)c2ccco2)C2CCS(=O)(=O)C2)cc1 (stereo unspecified) | -3% | -15% | -3% | 2% | -3% | -6 | -5% | -1% | -17% | 0% | -4%
O/N=C/c1cccnc1Sc1ccccc1 | -10% | -1% | -4% | 3% | 18% | 1 | nt | -7% | 1% | 0% | -6%
Cc1ccc(OCC(O)CN2CCN(c3ccccc3)CC2)cc1 (stereo unspecified) | 0% | -8% | 0% | -3% | -12% | -43 | -3% | -1% | 0% | -15%[10 µM] | -12%
CCOC(=O)N1CCN(C(=O)COc2cc(=O)n(C)c3ccccc23)CC1 | 11% | -1% | 3% | -10% | ? | -1 | -1% | -3% | -24% | -22% | 9%
CN(C)S(=O)(=O)c1ccc(Cl)c(C(=O)NCCNC(=O)c2cc(S(=O)(=O)N(C)C)ccc2Cl)c1 | 6% | 0% | -3% | 1% | 8% | 2 | nt | 2% | 0% | -1% | -1%
CCOC(=O)c1cnc(-c2ccccc2)nc1Oc1ccc(C)cc1 | -6% | 3% | 0% | 5% | ? | -4 | -1% | 0% | 15% | -1% | -4%
CC(=O)Nc1ccc(C(=O)NNC(=O)C2CC2)cc1 | 2% | 1% | -3% | 0% | 9% | 7 | -2% | 0% | 7% | -11% | -9%
COc1cccc(Nc2nc(N)nc(-c3oc4ccccc4c3C)n2)c1 | -9% | 19% | 19µM* | -17% | 0% | 16 | -5% | -7% | ? | 0% | 0%
CC(C)(C)c1ccc(NC(=O)COC(=O)c2ccc([N+](=O)[O-])s2)cc1 | -17% | 6% | -9% | -5% | ? | 3 | -18% | 4% | -2% | 0% | ?
O=C1CC(c2cccc(Cl)c2)CC(O)=C1C=NC1CCCC1 (stereo unspecified) | -5% | -9% | 5% | ? | -2% | -9 | 1% | -1% | -4% | 44% | -4%
CCc1nnc(NS(=O)(=O)c2ccc(NC(=O)COc3ccc4ccccc4c3)cc2)s1 | 0% | -3% | ? | -3% | 14% | -14 | 3% | -2% | ? | -18% | -8%
Cc1[nH]c2ccccc2c1N=Nc1ccccc1F | -2% | 3% | ? | 2% | 3% | 4 | -8% | -1% | ? | 24% | 3%
COc1ccc2[nH]c(=O)c(CN(C(=O)c3ccncc3)C(C)C)cc2c1 | -4% | -1% | 6% | 0% | ? | 1 | -13% | -8% | -5% | ? | -14%
Cc1sc2ncn(-c3ccccc3)c(=O)c2c1C | 25% | 6% | ? | 12% | ? | -17 | -1% | -1% | -3% | 12% | 4%
COc1ccccc1CN1CC(C(=O)NCCc2cn[nH]c2)CCC1=O (stereo unspecified) | 0% | 3% | 2% | 0% | -6% | -6 | -3% | 7% | -5% | -7% | -10%
Cc1ccc(S(=O)(=O)NNC(=O)c2cccs2)c(C)c1 | -1% | -2% | -2% | -11% | -2% | 5 | 0% | 0% | 3% | -1% | -10%
Cc1ccc(C)c(N2C(=O)CC(Cc3ccccc3)C2=O)c1 (stereo unspecified) | -9% | 0% | -3% | -2% | -5% | 5 | -4% | 1% | ? | 1% | -9%
Cc1cc(C)c[n+](-c2[nH]c(=O)sc2/C=N/N=C(\[O-])c2cccnc2)c1 | -12% | 11% | 2% | -3% | 23% | 32 | 0% | -1% | 2% | 1% | ?
COc1ccccc1C(=O)OCC(=O)NC(=O)NC1CCCC1 | nt | 0% | 3% | 3% | 18% | -10 | nt | 0% | nt | nt | nt

(further entries)
SMILES | Gal4-VP16 FLuc | Rab9 prom act | FLuc counter | Mito fusion yeast | ELG1 DNA repair | KCNH2 3.1 block | PKM2 activator | NPC1 prom act | Menin MLL FP TR | RORgamma inh | MBNL1 CUG block
CC1CCCC(NC(=O)COC(=O)COc2ccc(Cl)cc2)C1C (stereo unspecified) | -1% | -2% | -1% | 1% | 15% | 14 | -3% | -2% | -6% | 8% | 11%
O=C1CN(C(=O)CSc2nc(-c3ccccc3)cs2)c2ccccc2N1 | 20% | -1% | 0% | 2% | ? | -1 | -4% | 1% | -7% | 31% | 5%
Cc1ccc(S(=O)(=O)/C(C#N)=C/c2c(N3CCOCC3)nc3ccccn3c2=O)cc1 | -3% | -3% | -6% | -1% | -5% | 2 | 1% | 0% | 7% | -2% | ?
COCCC(=O)N1CCCC(C(=O)c2ccc(C(F)(F)F)cc2)C1 (stereo unspecified) | 0% | 4% | 0% | 1% | 13% | -12 | 5%[11.5 µM] | -26% | 3% | 21% | -5%
COc1ccc(OC)c(NC(=O)CCC(=O)Nc2nnc(C(F)(F)F)s2)c1 | -3% | -5% | 1% | 2% | 15% | 4 | -3% | -2% | 1% | 0% | -5%
COc1ccccc1Oc1ccc(N2CC(C(=O)OCC(=O)c3ccccc3)CC2=O)cc1 (stereo unspecified) | -3% | -3% | -6% | -5% | ? | 4 | 1% | 1% | nt | -15% | -5%
CC(NC(=O)COc1ccc(Br)cc1)C(=O)O (stereo unspecified) | -7% | 3% | 3% | 3% | -1% | 23 | -1% | 0% | -5% | -3% | -12%
CN(C)c1ccncc1C(=O)Nc1ccc(F)cc1F | -4% | 1% | 1% | -3% | 0% | 21 | -3% | 6% | nt | 4% | -7%
Cc1ccc(S(=O)(=O)NCC(=O)OCC(=O)c2cccs2)cc1 | -6% | 16% | -11% | 1% | -14% | -1 | -6% | 1% | 2% | 0% | -7%
COc1cccc(OC)c1C(=O)NC(=S)Nc1ccc2oc(=O)ccc2c1 | -13% | -4% | 11% | 14% | ? | 3 | 2% | -5% | 21% | -10% | 8%
CC(=O)NCCC(=O)Nc1nc(-c2ccc3ccccc3c2)cs1 | 29% | 6% | ? | -1% | ? | 3 | -5% | -1% | -9% | 44% | ?
Cc1ccc(C(=O)NNC(=O)Cc2ccccc2)cc1 | 5% | 24% | -7% | -3% | ? | 1 | 0% | 10% | 5% | 12% | 3%
COc1ccc2[nH]c3c(c2c1)CCN1C(=O)N([C@@H](C)C(=O)NCCc2ccc(F)cc2)C(=O)[C@]31C | 16% | 11% | 3% | 5% | -16% | -1 | -6% | 1% | 18% | -1% | 2%
FC(F)(F)c1cc(-c2ccccc2)nc(NCc2cccs2)n1 | 3% | -8% | 3% | 1% | -1% | -17 | 3% | 0% | 10% | 32% | 14%
COc1cc(Cl)c(C)cc1NC(=O)CCNC(=O)c1ccco1 | 4% | -2% | 1% | 5% | -2% | 4 | nt | -3% | nt | -3% | -3%
COc1ccccc1CC(=O)NC1CC(C)(C)NC(C)(C)C1 | -14% | 8% | 3% | -1% | 15% | -2 | 1% | 0% | 7% | -12% | -8%
Cc1cc2ccccc2n1CCNC(=O)c1ccccc1 | 2.5µM* | ? | 21µM* | 0% | ? | 1 | ? | ? | ? | 4.5µM* | 43%[activator]
Cc1ccc([N+](=O)[O-])c(-c2n[nH]c(=S)n2-c2cccc(Cl)c2)c1 | -12% | -6% | 4% | 8% | 2% | -2 | 11% | 1% | nt | ? | -3%
CCOC(=O)c1cnc(SCC(=O)N2CCN(c3ccccc3)CC2)nc1N | -6% | -6% | 5% | 2% | -4% | 4 | 7% | -2% | 11% | 33% | -1%
Cc1c(C#N)c(O)[nH]c(=O)c1N=Nc1ccc(Cl)c(C(=O)O)c1 | 3% | -1%[1.84 µM] | 4% | -5% | -4% | -10 | nt | -1% | -3% | -16% | ?

Bioassay records from PubChem BioAssay.
